Compound activity from PubChem BioAssay.
BioA inh: inhibitors of Mycobacterium tuberculosis BioA enzyme; purified M. tuberculosis BioA enzyme, plate reader; inhibition, % at 9.99 µM; 0.096% of 360,000 active; AID 602481; in the data active means inhibition above about 40%; inconclusive means no clear call, values can overlap the other calls
Anthrax LF prot: blocks Bacillus anthracis lethal factor protease; P15917; multiplex microsphere protease cleavage assay, LF; inhibition, % at 10 µM; 0.12% of 360,000 active; AID 588501; further: plate controls were buffer without enzyme for full effect and enzyme alone for no effect
BoNT-A LC inh2: inhibitors of Botulinum neurotoxin A light chain protease | inhibition, % at 10 µM | 0.17% of 360,000 active | multiplex microsphere protease substrate cleavage, flow cytometry; further: plate controls were buffer without enzyme for full effect and enzyme alone for no effect
PfHsp40 yeast: restores yeast growth despite PfHsp40 toxicity | AID 504582 | 0.68% of 340,000 active | S. cerevisiae expressing PfHsp40, growth rescue, ATP luminescence | growth rescue, % at 12.5 µM; in the data active means growth rescue above about 28%, passing the limit was not always enough; inconclusive means no clear call, values can overlap the other calls;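 further: yeast W303a lacking pdr1 and pdr3 grown in galactose medium; growth measured after three days at 30 °C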
Mtb UGM inh: blocks M. tuberculosis UGM enzyme. inhibition, % at 10 µM. purified UGM, fluorescence polarization probe displacement. P9WIQ1. 0.06% of 320,000 active. AID 504406; in the data active means inhibition above about 10%, passing the limit was not always enough; inconclusive means no clear call, values can overlap the other calls
Target sequence (P9WIQ1 whole entry, looked up): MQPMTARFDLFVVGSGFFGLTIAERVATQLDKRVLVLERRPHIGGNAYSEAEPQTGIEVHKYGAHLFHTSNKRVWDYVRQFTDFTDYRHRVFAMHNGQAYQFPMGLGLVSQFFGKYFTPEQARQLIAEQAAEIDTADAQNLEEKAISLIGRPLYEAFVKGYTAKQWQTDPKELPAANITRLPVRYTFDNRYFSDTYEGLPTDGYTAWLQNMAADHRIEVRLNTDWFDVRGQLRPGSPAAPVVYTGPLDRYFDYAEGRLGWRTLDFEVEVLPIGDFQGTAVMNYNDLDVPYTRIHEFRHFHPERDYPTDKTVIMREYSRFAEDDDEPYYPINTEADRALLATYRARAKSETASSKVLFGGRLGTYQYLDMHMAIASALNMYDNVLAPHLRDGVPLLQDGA
Mtb FBA inh: inhibitors of M. tuberculosis fructose-bisphosphate aldolase; AID 588726; P9WQA3; 2.3% of 360,000 active; inhibition, % at 1 µM; purified M. tuberculosis FBA, fluorescence read-out; in the data active means inhibition above about 27%;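 further: 0% = vehicle and 100% = reference inhibitor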
Target sequence (P9WQA3 whole entry, looked up): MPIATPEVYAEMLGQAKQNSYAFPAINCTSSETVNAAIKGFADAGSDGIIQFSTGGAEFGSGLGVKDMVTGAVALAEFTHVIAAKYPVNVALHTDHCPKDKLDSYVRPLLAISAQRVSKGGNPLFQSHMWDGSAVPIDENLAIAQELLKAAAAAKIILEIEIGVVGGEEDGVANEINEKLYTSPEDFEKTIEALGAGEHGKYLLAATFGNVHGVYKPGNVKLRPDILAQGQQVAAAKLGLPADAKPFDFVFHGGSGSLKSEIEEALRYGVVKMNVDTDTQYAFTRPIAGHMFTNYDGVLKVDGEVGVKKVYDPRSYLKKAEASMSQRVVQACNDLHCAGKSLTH
FadD28 binding: blocks FadD28 binding to the bisubstrate probe; AID 588549; inhibition, % at 12.5 µM; fluorescence polarization; 0.22% of 360,000 active; in the data active means inhibition above about 8.5%, passing the limit was not always enough; inconclusive means no clear call, values can overlap the other calls
BoNT-F LC inh: inhibitors of Botulinum neurotoxin F light chain protease. 0.22% of 360,000 active. AID 588497. inhibition, % at 10 µM. Multiplex microsphere protease cleavage assay, flow cytometry; in the data active means inhibition above about 35%, passing the limit was not always enough; inconclusive means no clear call, values can overlap the other calls; further: plate controls were buffer without enzyme for full effect and enzyme alone for no effect
GDH-TPI counter: counter-screen for M. tuberculosis FBA inhibitors: GDH-TPI coupled enzymes; GDH-TPI coupled enzyme counterscreen, NADH absorbance; inhibition, % at 4.8 µM; 1.2% of 360,000 active; AID 588335; in the data active means inhibition above about 30%;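 further: 0% = DMSO wells and 100% = wells lacking the enzyme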
* = called active by the depositor; u = inconclusive; x = not tested or not shown. Unless noted, no stated cut-off is given here; in the data, active means inhibition above about 30%; inconclusive means no clear call, values can overlap the other calls; inactive means below that.

SMILES	BioA inh	Anthrax LF prot	BoNT-A LC inh2	PfHsp40 yeast	Mtb UGM inh	Mtb FBA inh	FadD28 binding	BoNT-F LC inh	GDH-TPI counter
Cc1ccc(S(=O)(=O)N2C[C@H]3C(=O)C[C@@H]4C(=O)N(c5ccccc5)C(=O)[C@@H]4[C@@H]3C[C@H]2c2cccc(Cl)c2)cc1	6.0	1	0.0	x	x	-3	-3.7	-1	x
COc1cc(C#N)ccc1OC(=O)Cc1cc(OC)c(OC)c(OC)c1	-0.1	-2	-0.8	-1.5	1.5	-4	-0.1	-3	2
Cc1cc(-c2nnc(SCC(=O)Nc3ccccc3C)n2N)n[nH]1	-0.8	-1	0.2	0.1	-0.3	0	0.5	-1	1
COc1ccccc1N1CC(O)=C(c2nc3ccccc3c(=O)[nH]2)C1=N	x	-1	0.2	-0.3	0.1	38*	-2.5	-8	22
Cc1ccc(CN2C(=O)CCC2C(=O)N2CCN(c3ccc(F)cc3)CC2)cc1 (configuration not stated)	2.3	2	-0.2	1.7	6.6	1	-0.9	4	-4
CCOC(=O)c1cc([N+](=O)[O-])sc1N	-1.4	2	0.0	0.7	-1.0	-19	-2.0	-4	-6
C[C@@H](NC(=O)OC(C)(C)C)C(=O)NCC1CCC(C(=O)N[C@@H](Cc2ccccc2)C(=O)O)CC1 (some centres not stated)	-2.0	1	-1.6	2.4	3.6	-1	-1.2	-15	-6
COc1ccc(-c2coc3c(C(=O)NCc4ccccc4)cccc23)c(C)c1	-0.9	3	0.0	x	x	3	-11	-1	-13
O=C(Nc1ccc(Cn2ccnc2)cc1)c1cccc(C(F)(F)F)c1	-1.0	-3	1.4	-0.2	-0.7	1	-3.7	0	0
O=C1C[C@@H]2CCN3C(=O)CCC[C@@H]([C@H]23)[C@H]1Cc1ccccc1	-1.0	-4	0.0	0.0	x	1	-0.1	-6	7
COc1ccc(CCCNC(=O)C2Cc3c(-c4cccc(C(N)=O)c4)ccnc3O2)cc1 (configuration not stated)	-0.8	-4	0.0	x	x	0	-0.6	-8	7
O=C(Nc1ccc(-n2cccn2)cc1)C1CCCCN1Cc1cccc2cccnc12 (configuration not stated)	-0.7	-2	-2.3	-0.5	-0.8	-1	-3.9	9	2
CCCCCOC(=O)C1=C(C)Nc2ncnn2C1c1cccs1 (configuration not stated)	-0.7	1	0.0	0.2	1.4	-2	-2.5	-4	18
O=C(NC(c1ccc(-c2ccccc2)cc1)c1cnccn1)C1CCN(CCN2C(=O)c3ccccc3C2=O)CC1 (configuration not stated)	-1.1	-1	0.0	x	x	1	0.6	-4	-6
O=C(CN(c1ccc2c(c1)OCCO2)S(=O)(=O)c1ccccc1)NCC1CCCO1 (configuration not stated)	-0.5	-6	0.6	-0.4	-1.4	2	0.4	2	10
CNC(=O)N1c2ccccc2C=Cc2ccccc21	-1.4	-9	0.4	-0.5	-1.4	-1	-4.3	33	-1
O=C(N/N=C/c1ccc(OC(=O)c2ccccc2Cl)cc1)c1cc(O)cc(O)c1	-2.2	0	-1.4	20	2.7	1	-1.9	-5	22
CC(=O)Nc1nc2ccccc2n1Cc1ccc(Cl)cc1	0.3	0	0.4	0.0	0.9	-5	-3.9	0	-2
CCN(CC)CCNC(=O)c1cc2c(-c3ccc(Cl)cc3)nn(C)c2s1	3.0	-6	-0.6	-0.2	x	136*	-19	-24	12
CCCCOC(=O)Nc1ccc(S(=O)(=O)Nc2onc(C)c2C)cc1	-2.3	8	-1.5	x	0.8	1	1.1	0	14
CCc1ccccc1NC(=O)CNC(=O)c1ccccc1OCc1c(C)noc1C	0.2	0	1.7	1.5	x	-2	-2.9	0	2
CCN(CC)CCN(C)C1CCC(c2ccccc2)CC1 (configuration not stated)	x	1	-0.1	-0.8	0.7	-2	-3.1	3	-7
CCC(C)NC(=O)c1cc2c(=O)n(CC)c3ccccc3c2s1 (configuration not stated)	-1.5	19	-5.4	1.7	-1.1	48*	-2.4	-20	18
O=C(Nc1ccncc1)C1COc2ccccc2O1 (configuration not stated)	0.9	1	0.3	0.4	-0.4	3	-0.6	12	2
Cc1ccc(C(=O)NCc2ccccn2)cc1S(=O)(=O)N1CCCCC1	-1.5	2	-0.8	0.7	-2.5	3	0.8	12	0
CCc1ccc(NC(=O)C2CCCN(S(=O)(=O)c3c(C)[nH]c(=O)[nH]c3=O)C2)cc1 (configuration not stated)	x	-8	0.3	-0.3	0.6	5	-1.0	0	4
O=C(COC(=O)c1ccc(Cl)c(S(=O)(=O)N2CCCCC2)c1)NC1CCCCC1	-0.3	2	0.2	x	x	-2	-1.8	-4	8
Cc1nc2cc(NS(=O)(=O)c3ccc(Br)cc3)ccc2n1C	x	-1	-1.4	-1.1	-1.7	-3	-2.2	-7	-1
COc1ccc(C)cc1NC(=O)COC(=O)C1COc2ccccc2O1 (configuration not stated)	0.5	-5	1.2	0.7	5.4	0	-1.3	8	-12
CCSc1nnc(N2C(=O)C(O)=C(C(=O)c3ccco3)C2c2cccc(OC)c2)s1 (configuration not stated)	-3.8	-5	-0.2	-0.5	1.8	2	-1.7	4	8
CCNC(=O)C1(C)CCCN(Cc2ccc(Oc3ccccc3)cc2)C1 (configuration not stated)	0.9	-2	-0.4	x	x	-3	-4.3	0	0
Cc1ccccc1COc1cccc(/C=N/NC(=O)c2nnn(-c3nonc3N)c2C)c1	-1.2	-1	-0.3	15	-0.8	-3	-0.4	4	1
Cc1cc(C(=O)CN2C(=O)c3cccc(N)c3C2=O)c(C)n1Cc1cccs1	-3.0	-5	0.8	0.6	-1.9	8	-3.9	4	0
CC(C)(C)c1ccc(/C=C/C(=O)c2ccc(NC3=NCCCS3)cc2)cc1	x	2	1.6	0.4	-2.6	-2	-5.5	-9	17
COc1cccc(C(=O)NCCC2=CCCCC2)c1OC	-1.3	-5	-0.6	0.4	-1.9	3	-2.9	-8	5
O=S(=O)(c1cc(O)ccc1O)c1cccc2c(S(=O)(=O)c3cc(O)ccc3O)cccc12	3.4	-9	-0.7	3.0	0.0	-1	7.3	10	4
COc1cc2c(cc1NC(=O)C(C)N1CCN(S(=O)(=O)c3ccccc3[N+](=O)[O-])CC1)oc1ccccc12 (configuration not stated)	-1.6	0	1.4	-0.9	0.3	0	-1.0	3	11
CCCN(Cc1cc2ccc(C)cc2[nH]c1=O)S(=O)(=O)c1ccccc1	x	3	0.5	2.1	2.7	5	-18	1	8
CC1(c2ccc(OC(F)F)cc2)NC(=O)N(CC(=O)Nc2ccc3c(c2)OCO3)C1=O (configuration not stated)	-0.8	-4	0.4	0.2	4.0	1	1.7	-4	7
CC(=O)c1cccc(S(=O)(=O)Nc2ccc(N3CCOCC3)cc2)c1	2.1	5	-2.4	0.0	-2.8	-2	-0.4	-19	0
O=C(NCc1cccc(Br)c1)C1CC(c2ccc(C(F)(F)F)cc2)=NO1 (configuration not stated)	-1.7	-4	0.4	6.4	1.4	-2	-0.9	-2	5
O=C(CSc1nc2ccccc2s1)NCCCN1CCOCC1	x	5	-0.1	-0.5	-1.1	2	-0.8	-8	12
OCCN1CCN(C(=S)c2ccc(Cl)cc2)CC1	-0.4	-1	-0.1	0.5	0.9	0	-1.3	-2	11
Cn1cc(/C=C/c2cc[n+](C)cc2)c2cc(F)ccc21	-283	-1	-3.0	4.6	0.9	-11	0.9	-5	4
O=C(CSc1nnc(Cc2ccccc2)o1)c1ccccc1	2.1	-6	-0.9	-0.6	-0.4	0	-5.6	-10	12
Cc1cc2oc(C(=O)Nc3ccc(S(=O)(=O)Nc4ncccn4)cc3)cc(=O)c2cc1Cl	-1.2	1	0.0	-1.3	0.5	3	-3.6	-1	12
CCCCn1c(N)c(N(CCC(C)C)C(=O)C2CC(=O)N(c3ccccc3OCC)C2)c(=O)[nH]c1=O (configuration not stated)	-1.9	1	4.2	0.2	-0.5	4	2.3	10	8
CC(C)S(=O)(=O)c1cnc(-c2cccnc2)nc1N	x	5	u	-0.7	0.3	-2	0.9	u	-2

2 records picked at random from those above, as already listed:
SMILES	BioA inh	Anthrax LF prot	BoNT-A LC inh2	PfHsp40 yeast	Mtb UGM inh	Mtb FBA inh	FadD28 binding	BoNT-F LC inh	GDH-TPI counter
Cc1cc2oc(C(=O)Nc3ccc(S(=O)(=O)Nc4ncccn4)cc3)cc(=O)c2cc1Cl	-1.2	1	0.0	-1.3	0.5	3	-3.6	-1	12
COc1cc2c(cc1NC(=O)C(C)N1CCN(S(=O)(=O)c3ccccc3[N+](=O)[O-])CC1)oc1ccccc12 (configuration not stated)	-1.6	0	1.4	-0.9	0.3	0	-1.0	3	11

Record cards, from the list above. Order of screens: BioA inh, Anthrax LF prot, BoNT-A LC inh2, PfHsp40 yeast, Mtb UGM inh, Mtb FBA inh, FadD28 binding, BoNT-F LC inh, GDH-TPI counter
`O=C(CSc1nnc(Cc2ccccc2)o1)c1ccccc1` in the list: 2.1, -6, -0.9, -0.6, -0.4, 0, -5.6, -10, 12
`OCCN1CCN(C(=S)c2ccc(Cl)cc2)CC1` in the list: -0.4, -1, -0.1, 0.5, 0.9, 0, -1.3, -2, 11
`CCCCn1c(N)c(N(CCC(C)C)C(=O)C2CC(=O)N(c3ccccc3OCC)C2)c(=O)[nH]c1=O` (configuration not stated) in the list: -1.9, 1, 4.2, 0.2, -0.5, 4, 2.3, 10, 8
`Cc1cc2oc(C(=O)Nc3ccc(S(=O)(=O)Nc4ncccn4)cc3)cc(=O)c2cc1Cl` in the list: -1.2, 1, 0.0, -1.3, 0.5, 3, -3.6, -1, 12

Part of the list above, showing only Mtb UGM inh.
Molecule | Mtb UGM inh
O=C(CSc1nnc(Cc2ccccc2)o1)c1ccccc1 | -0.4
Cc1cc2oc(C(=O)Nc3ccc(S(=O)(=O)Nc4ncccn4)cc3)cc(=O)c2cc1Cl | 0.5

Next part:
SMILES	BioA inh	Anthrax LF prot	BoNT-A LC inh2	PfHsp40 yeast	Mtb UGM inh	Mtb FBA inh	FadD28 binding	BoNT-F LC inh	GDH-TPI counter
CCN(CC)c1ccc(NC(=O)CN2CCN(c3ccc(F)cc3)CC2)cc1	0.3	2	0.7	0.9	1.8	-1	0.6	10	-1
CCOc1ccc(NC(=O)c2cccc(OC(=S)N3CCC(C)CC3)c2)cc1	-0.6	-8	0.1	6.9	3.5	-2	-2.0	0	5
C#Cc1ccc([C@H]2C=C(C(=O)N3CCN(Cc4ccccc4)CC3)O[C@@H](OCc3ccc(CO)cc3)C2)cc1	-0.2	0	0.1	2.0	-3.3	3	-2.3	-10	13
Cc1ccc(-n2nc3c(c2NC(=O)c2cc4ccccc4o2)CS(=O)(=O)C3)cc1	0.6	1	0.7	-0.4	-0.4	3	1.8	0	-13
CN1CCC(N(C)C(=O)COc2ccccc2Cl)CC1	-0.8	-5	-0.3	-0.2	-1.4	1	0.7	-5	-7
CN(C)CCCNS(=O)(=O)c1ccc(Cl)s1	-3.5	-3	-1.4	0.5	0.5	0	-1.9	-3	8

An unsorted share of the library; about 4.7% have a hit in one of these screens.
